Assay outcomes: PubChem BioAssay, Broad Institute
BL2 CD40 inh = CD40 pathway inhibition in BL2 cells; BL2 NF-kB luciferase reporter, CD40L-induced, 4 h; inhibition, % at 10 µM; 83,000 compounds, 0.94% hits; AID 1053188;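 active = mean inhibition of at least 50% with a set share of replicates also reaching that level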;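 also: 0% = neutral control wells and 100% = IKK inhibitor VII at 50 µM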
* marks the source's active call; other numbers are inactive results; & = joins results of further samples; [ ] = dose if it differs, or a comment. The list is partial; rates above refer to the full screens.

SMILES	BL2 CD40 inh
CC(=O)Nc1cc(-c2ccc(F)cc2)cn2c(-c3ccc(F)c(Cl)c3)cnc12	-38.2
COc1ccc2nc(NCCNC(=S)NCCCN3CCOCC3)c(C#N)cc2c1	3.1
CC1Cc2ccccc2N1C(=O)CN1C(=O)NC2(CCCCC2)C1=O (stereo not drawn)	-1.4
Cn1c(NCc2ccco2)nc2c1c(=O)n(Cc1ccc(Cl)cc1)c(=O)n2C	1.8
COc1ccc([C@H]2C/C=C\C[C@@H](c3ccc4c(c3)OCO4)NC(=O)[C@@H](c3ccccc3)CC(=O)N2)c(OC)c1	21.7[25 µM]
Oc1ccccc1N1CCN(c2ccc3ccccc3n2)CC1	-87.6
NS(=O)(=O)c1c(Sc2ccccc2C(=O)O)ccc2ccccc12	-61.2
N#C[C@@H]1[C@H](c2ccc(C3=CCCC3)cc2)[C@H](CO)N1C(=O)C1CCOCC1	-17.5[25 µM]

The closing two compounds of the part above lead into the next:
SMILES	BL2 CD40 inh
NS(=O)(=O)c1c(Sc2ccccc2C(=O)O)ccc2ccccc12	-61.2
N#C[C@@H]1[C@H](c2ccc(C3=CCCC3)cc2)[C@H](CO)N1C(=O)C1CCOCC1	-17.5[25 µM]
CCOC(=O)Cc1csc(SCC(=O)NC2CCC(C)CC2)n1 (stereo not drawn)	-1.5
O=C(COc1ccc2ccccc2c1)N1CCN(C(=O)c2ccco2)CC1	-0.8
O=C(C1Cc2ccccc2CN1S(=O)(=O)c1cccs1)N1CCCCCC1 (stereo not drawn)	-5.0
CC(=O)Nc1nonc1-c1nc2ccccc2n1CCC#N	-8.5
COc1ncnc2c1ncn2CC1COC(C)(C)O1 (stereo not drawn)	-4.1
CN1CCN(Cc2ccc(-c3ccc(Cl)cc3)o2)CC1	-32.7
N#CCCNc1c(Cl)cc(Cl)cc1C(=O)O	7.2
Cc1onc(-c2ccccc2)c1-c1nnc(CN2CCN(S(=O)(=O)c3ccccc3)CC2)o1	16.8
COc1cccc(C#Cc2ccc([C@@H]3[C@@H](CO)N(C(=O)C4CCC4)[C@H]3C#N)cc2)c1	29.9
CN(C)c1oc(-c2cccs2)nc1C#N	-11.5
N#C[C@@H]1[C@H](c2ccccc2)[C@H](CO)N1S(=O)(=O)c1cccc(F)c1	6.5[25 µM]
Cc1cc(C)n(CC(O)COc2ccccc2C(=O)Nc2ccccc2)n1 (stereo not drawn)	11.3
OC(c1cccc(Cl)c1)c1nc(-c2cc3ccccc3o2)cs1 (stereo not drawn)	-8.4
Cc1noc(C)c1C(=O)N1CCCC1	-0.9
CCOC(=O)C1CCN(C(=O)C2CCN(c3nc4ccc(OC)cc4s3)CC2)CC1	3.6
CCc1cnc(N2[C@H](C#N)[C@@H](c3ccc(C#CCC4CCCC4)cc3)[C@@H]2CO)s1	9.3[25 µM]
COc1ccccc1NC(=O)N1C[C@H]2[C@@H](c3ccccc31)[C@H](CO)N2Cc1ccc2c(c1)OCO2	5.5[25 µM]
COc1ccc(-c2cc(-c3ccccc3)c(-c3ccccc3)nn2)cc1	-16.3
O=c1n(-c2ccccc2)c(=O)n(Cc2ccccn2)n1Cc1ccccn1	4.5
NCC[C@H]1CC[C@@H](NS(=O)(=O)c2ccc(Cl)cc2)[C@H](CO)O1	-2.9[25 µM]
COc1ccc(CCN(C)C(=O)c2cc(-c3ccccc3)nc3ccccc23)cc1OC	6.8
c1ccc2c(c1)ncn2CCn1cnc2ccccc21	4.5
O=[N+]([O-])c1cc2c(c(CSc3ncccn3)c1)OCOC2	-62.5
c1ccc(-c2cn(-c3ccccc3)c3ncnc(NCCCN4CCOCC4)c23)cc1	2.1
CN1C(=O)c2cc(NS(=O)(=O)c3cccc(F)c3)ccc2OC[C@@H]2O[C@@H](CC(=O)NCCN3CCCCC3)CC[C@@H]21	-13.0[25 µM]
O=C(COC(=O)C12CC3CC(CC(O)(C3)C1)C2)Nc1cccc(Br)c1	-81.9
CN1c2ccc(Br)cc2[C@@H]2[C@@H](CCN2C(=O)C2CCCCC2)[C@H]1CO	4.7
O=C(Nc1cccc2c1CCCC2)c1cc(C2CCCCN2C(=O)OCCF)on1 (stereo not drawn)	3.4
O=C(O)c1ccc2cc[nH]c2c1	7.4
C[C@H](CO)N1C[C@H](C)[C@H](CN(C)S(=O)(=O)c2cccs2)Oc2ncc(-c3cc4ccccc4o3)cc2C1=O	-0.8[25 µM]
OC[C@H]1Nc2ccc(C#Cc3ccc(F)cc3)cc2[C@H]2[C@@H]1CCN2Cc1ccc2c(c1)OCO2	-0.1[25 µM]
N#Cc1nc(COc2ccccc2)oc1N1CCOCC1	-2.2

Part of the list above, with the structure last:
BL2 CD40 inh,Compound
-81.9,O=C(COC(=O)C12CC3CC(CC(O)(C3)C1)C2)Nc1cccc(Br)c1
4.7,CN1c2ccc(Br)cc2[C@@H]2[C@@H](CCN2C(=O)C2CCCCC2)[C@H]1CO
3.4,O=C(Nc1cccc2c1CCCC2)c1cc(C2CCCCN2C(=O)OCCF)on1 (stereo not drawn)

Next part
SMILES	BL2 CD40 inh
COc1cccc(C#Cc2ccc([C@@H]3[C@@H](CO)N(C(=O)C4CC4)[C@H]3C#N)cc2)c1	23.3
COC(=O)CC1(C(=O)OC)Nc2cc(Cl)c(Cl)cc2S(=O)(=O)N1O (stereo not drawn)	5.3
CN(C)c1ccc(NC(=O)Cn2cc3c(n2)CCCC3)cc1	-82.2
Oc1cc(CNC2CCCCC2)c(O)cc1CNC1CCCCC1	-5.8
Nc1nc(SCc2ccccc2[N+](=O)[O-])c2ncn(Cc3ccccc3)c2n1	-12.4
CC(OC(=O)c1ccc2c(c1)OCO2)C(=O)NC1CCCCC1 (stereo not drawn)	0.2
O=C(COC(=O)CNS(=O)(=O)/C=C/c1ccccc1)NC1CCS(=O)(=O)C1 (stereo not drawn)	8.3
C[C@@H]1CN([C@H](C)CO)C(=O)c2cc(N(C)C)ccc2O[C@@H](C)CCCCO[C@H]1CN(C)C(=O)Cc1ccccc1	7.8

Entries from the list above with a nitro group on carbon (two):
SMILES	BL2 CD40 inh
O=[N+]([O-])c1cc2c(c(CSc3ncccn3)c1)OCOC2	-62.5
Nc1nc(SCc2ccccc2[N+](=O)[O-])c2ncn(Cc3ccccc3)c2n1	-12.4

New compounds follow
SMILES	BL2 CD40 inh
Cc1ccccc1S(=O)(=O)N1CC[C@@H]2[C@H]1c1cc(-c3cccc(C#N)c3)ccc1N[C@@H]2CO	-19.6[25 µM]
NC(=O)C(Cc1ccccc1)NC(=O)C12CC3CC(CC(C3)C1)C2 (stereo not drawn)	8.6
O=C(CN1C(=O)NC2(CCc3ccccc32)C1=O)Nc1ccc(N2CCOCC2)cc1 (stereo not drawn)	0.8
COc1ccc(C)cc1S(=O)(=O)N1CCC2(CC1)OCCN2S(=O)(=O)c1ccccc1	1.2
COc1ccc(N2CCN(C(=O)C(=O)c3cn(CC(=O)N4CCCC4)c4ccccc34)CC2)cc1	1.8
O=C(Nc1nccs1)c1cc(-c2ccco2)nc2ccccc12	6.8
COc1ccc(OC)c(NC(=O)c2cc3c(cc2Cl)N2CCCCCC2=NS3(=O)=O)c1	5.8
N#Cc1ccc(S(=O)(=O)N2CCN(CC(=O)Nc3ccccc3C(=O)NC3CC3)CC2)cc1	-14.7
CO[C@H]1CN(C)C(=O)c2ccc(NC(=O)Nc3ccccc3Cl)cc2OC[C@@H](C)NC[C@@H]1C	18.2[25 µM]
Cc1c(N/C(=N/S(=O)(=O)c2cc([N+](=O)[O-])ccc2Cl)c2ccccc2)c(=O)n(-c2ccccc2)n1C	7.1
CC(C)(C)c1ccc(/C=C/C(=O)NC2CCS(=O)(=O)C2)cc1 (stereo not drawn)	-3.1
CCN(CC(=O)NCc1cccs1)CC(=O)Nc1ccccc1C	-31.3
Cc1cc(-n2c(C)cc(C(=O)CN3C(=O)NC4(CCCC4)C3=O)c2C)no1	-28.0
O=C(O)C1CCCCC1C(=O)NC1C2CC3CC(C2)CC1C3 (stereo not drawn)	8.5
Cc1cccc(CS(=O)(=O)Cc2ccc(C(=O)NCCCN3CCCC3)o2)c1	3.0
CC(=NNC(=O)CSc1nc2ccccc2o1)c1ccco1	3.4

Following part
Structure	BL2 CD40 inh
O=C(Nc1ccc(C(F)(F)F)cc1)Nc1ccc2c(c1)[C@@H]1C[C@H](CC(=O)N3CCc4ccccc4C3)O[C@@H](CO)[C@@H]1O2	23.5[25 µM]
Cc1ccc(S(=O)(=O)N[C@H]2CC[C@H](CCNC(=O)C3CCCC3)O[C@H]2CO)cc1	3.1
O=C(NC(=S)NCCc1ccccc1)c1ccccc1	-58.0
CC(=NNC(=S)N1CCC1)c1ccccn1	96.7*
O=C(Nc1ncccc1O)c1ccc(S(=O)(=O)Nc2ccccc2)cc1	-20.6
Cc1ccc(S(=O)(=O)N2CCN(C(=O)Cn3nc(C)c([N+](=O)[O-])c3C)CC2)cc1	16.7
O=C(NCc1cn2ccccc2n1)c1ccc2c(c1)OCO2	-2.1
N#Cc1c2c(c(-n3cnc4ccccc43)n3c1nc1ccccc13)CCC2	-122.8
CN(c1ccc(OCC(=O)NCc2cccnc2)cc1)S(=O)(=O)c1ccc(Cl)cc1	8.1
CCOC(=O)c1c(S(=O)(=O)N2CCN(C)CC2)c(C)n(C)c1C	13.0
CCC(=O)Nc1ccc(S(=O)(=O)N2CCOCC2)cc1	-3.6
COc1ccc(-c2ccc(C3[C@H]4CNC[C@@H]3N4C(=O)NC3CCCC3)cc2)cc1 (stereo partly drawn)	0.5[25 µM]
COCC(=O)N1[C@H](C#N)[C@H](c2ccc(-c3cccnc3)cc2)[C@@H]1CO	-0.6[25 µM]
CCCN(C(=O)COC(=O)CNC(=O)c1ccc2ccccc2c1)c1c(N)n(Cc2ccccc2)c(=O)[nH]c1=O	-0.6
O=C(C1CCC1)N1C[C@@H]2N[C@H](C1)C2c1ccc(/C=C/c2ccccc2)cc1 (stereo partly drawn)	4.7&24.8[25 µM]
COc1cccc(-c2ccc(C3[C@H]4CNC[C@@H]3N4C(=O)NC3CCCCC3)cc2)c1 (stereo partly drawn)	4.6&-13.6[25 µM]
Cc1noc(C)c1S(=O)(=O)Nc1ccccc1N1CCOCC1	5.7
Cc1ccc(NC(=O)CCC(=O)NNC(=O)C(c2ccccc2)c2ccccc2)c(C)c1	8.2
O=C(CNC(=O)c1ccccc1)OC(C(=O)c1ccccc1)c1ccccc1 (stereo not drawn)	-4.1
Cc1nc2nc(SCC(=O)O)nn2c(C)c1Cc1ccccc1Cl	6.1
N#Cc1ccc(-c2ccc([C@@H]3[C@@H](CO)N4CCCCN(C(=O)Nc5ccc(F)cc5)C[C@@H]34)cc2)cc1	7.5[25 µM]
C[C@H](CO)N1C[C@H](C)[C@H](CN(C)S(=O)(=O)c2cn(C)cn2)Oc2c(NC(=O)CCCCCC(=O)Nc3ccccc3N)cccc2C1=O	-22.8[25 µM]
CCc1csc(N2[C@@H](C#N)[C@H](c3ccc(C#Cc4ccc(F)cc4)cc3)[C@@H]2CO)n1	1.4[25 µM]
CC(C)CN(C(=O)c1ccc(S(=O)(=O)N2CCCCC2)cc1)C1CCS(=O)(=O)C1 (stereo not drawn)	6.9
Cc1ccc(CCNc2ccc3ccccc3c2)cn1	-26.2
O=C(C[C@@H]1CC[C@@H]2[C@H](COC[C@H](O)CN2S(=O)(=O)c2ccccc2F)O1)N1CCC(Cc2ccccc2)CC1	6.3[25 µM]
CCc1ccc(N2CC(C(=O)Nc3cccc(S(=O)(=O)N4CCCC4)c3)CC2=O)cc1 (stereo not drawn)	-14.5
COCC(=O)N1CCC(Oc2ccc(C(=O)N(C)C3CCCCC3)cc2)CC1	9.8
COc1cccc2c1OCC(CN1CCN(Cc3ccccc3)C(CCO)C1)=C2 (stereo not drawn)	2.0
CC(C)(Cc1nc2ccccc2[nH]1)C(=O)O	-1.3
COc1cccc(S(=O)(=O)N2C[C@H](O)COC[C@H]3O[C@@H](CC(=O)NCCCN4CCOCC4)CC[C@@H]32)c1	-12.3[25 µM]
CCN(C(=O)COc1ncnc2scc(-c3ccc(F)cc3)c12)C1CCS(=O)(=O)C1 (stereo not drawn)	3.4
Nc1ncnc(NC2CCS(=O)(=O)C2)c1[N+](=O)[O-] (stereo not drawn)	5.6
O=C(c1ccco1)N1CCN(c2ncnc3c2cnn3-c2ccccc2)CC1	-44.6
Cc1ccccc1OCC(=O)NCCNC(=O)c1ccccn1	2.7
O=C(COC(=O)c1cc2c(s1)CCCC2)Nc1ccc(Cl)cn1	-3.1
CO[C@H]1CN(C)C(=O)c2cc(NC(C)=O)ccc2OC[C@H](C)N(C(=O)Cc2ccccn2)C[C@@H]1C	-4.7[25 µM]
CC(=O)Nc1ccc(NC(=O)C(C)OC(=O)CCc2c[nH]c3ccccc23)cc1 (stereo not drawn)	-5.9
Cc1ccc(-n2c(SCc3cccc(F)c3)nc3ccccc3c2=O)cc1	6.1
CCc1ccc(NC(=O)N(C2CCC(C)CC2)C2CCN(C(C)=O)CC2)cc1 (stereo not drawn)	-9.8

Quoted from the listing.
BL2 CD40 inh result of CC(=O)Nc1ccc(NC(=O)C(C)OC(=O)CCc2c[nH]c3ccccc23)cc1 (stereo not drawn) is entered as -5.9
BL2 CD40 inh result of CC(C)(Cc1nc2ccccc2[nH]1)C(=O)O is entered as -1.3
BL2 CD40 inh result of O=C(c1ccco1)N1CCN(c2ncnc3c2cnn3-c2ccccc2)CC1 is entered as -44.6

(next part)
Structure	BL2 CD40 inh
O=C(C[C@H]1CC[C@@H]2[C@H](COC[C@H](O)CN2CCc2ccccc2)O1)NCCCN1CCOCC1	-5.9[25 µM]
CCOC(=O)N1CCN(C(=O)c2cn(CC)c3ccc(S(=O)(=O)N4CC(C)CC(C)C4)cc3c2=O)CC1 (stereo not drawn)	2.3
Cc1ccc(C(=O)Nc2nc3ccccc3n2CCN2CCCC2)cc1	-61.6
CCCN(CCC)CCNC(=O)Cn1cc2c(n1)-c1c(oc(C(=O)N3CCCC3)c1C)CC2	-2.3
CC(C)CN(C(=O)COC(=O)C1CC1)c1c(N)n(Cc2ccccc2)c(=O)[nH]c1=O	7.0
